GSIS activator: primary screen for activators of insulin secretion dependent on glucose, INS-1E cells, GLuc reporter luminescence. INS-1E GLuc reporter insulin secretion, 2-3 h. activation, % at 16.6 µM. 370,000 compounds, 0.61% hits;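 active = lowest replicate activation of at least 40%, so every replicate reaches that level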;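 also: 0% = median of neutral control wells and 100% = median of IBMX positive control wells; some compounds called inactive have numbers as strong as hits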
esBAF inh: SWI/SNF esBAF complex inhibition; mouse ES cells, Bmi1-luciferase knock-in reporter, 24 h; 100% = twice the neutral-well signal; reporter increase, % at 12.5 µM; 350,000 compounds, 2% hits; in the data active = activation above about 40%; inconclusive = no clear call, values can overlap the other calls;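 also: 0% = median of the plate's neutral control wells and 100% = double that signal; a rise in the Bmi1 reporter signal indicates esBAF inhibition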
ARNT-TACC3 inh: disruptors of human ARNT/TACC3 interaction; Q9Y6A5; AlphaScreen His-ARNT PAS-B/GST-TACC3 binding, luminescence; TACC3 fragment carries E629A point mutation; inhibition, % at 9.99 µM; 390,000 compounds, 0.66% hits; AID 623870;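 active = mean inhibition of replicates at least 50% and at least half of replicates each reaching 50%; inconclusive = half or more replicates reach 50% but mean below 50%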;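 also: 0% = complete ARNT plus TACC3 wells and 100% = ARNT alone without TACC3; many hits fall short of the cut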
Xi reactivation: reactivates the inactive X chromosome in mouse fibroblasts; activation, % at 7.58 µM; 360,000 compounds, 0.055% hits; XiGFP mouse fibroblasts, % GFP-positive cells imaging, 3 d; cells co-treated with 5-aza-dC sensitizer; scaled so ellipticine positive control = 100%;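 active = mean normalized replicate activation at least 10% and every replicate at or above 10%; inconclusive = only one of the two criteria met; inactive = mean below 10% and not all replicates reach 10%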;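 also: 0% = median of on-plate neutral control wells and 100% = ellipticine 6 µM median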
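Material: XiGFP fibroblasts, SV40-immortalized. Buffer or medium: DMEM plus 5-aza-dC sensitizer. Compound: single concentration per compound, delivered by pin transfer. Times: 3 days compound exposure. Controls: ellipticine 6 µM.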
ERAP1 HTS inh: blocks human ERAP1 aminopeptidase activity; Q9NZ08; 340,000 compounds, 0.15% hits; recombinant ERAP1, Leu-AMC fluorescence, 60 min; inhibition, % at 10.7 µM;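 active = mean replicate inhibition of at least 30%, or all replicates individually reaching that 30% level; inactive = mean below 30% and not every replicate reaching it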;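 also: 0% = neutral control wells and 100% = L-leucinethiol positive control wells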
RAD54 inh: inhibitors of human RAD54 branch migration; RAD54 Holliday junction branch migration, FAM/BHQ fluorescence; inhibition, % at 10.4 µM; 360,000 compounds, 0.14% hits; AID 602329;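 active = mean normalized replicate activity at least 40 and at least half of replicates scoring 40 or more; inconclusive = only one of the two criteria met; inactive = mean below 40 and under half of replicates reaching 40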;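 also: 0% = median of neutral control wells and 100% = median of positive control wells; inhibitors cause a drop in the FAM fluorescence signal; in these data hits start at about 50%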
Target sequence (Q92698 whole entry, looked up): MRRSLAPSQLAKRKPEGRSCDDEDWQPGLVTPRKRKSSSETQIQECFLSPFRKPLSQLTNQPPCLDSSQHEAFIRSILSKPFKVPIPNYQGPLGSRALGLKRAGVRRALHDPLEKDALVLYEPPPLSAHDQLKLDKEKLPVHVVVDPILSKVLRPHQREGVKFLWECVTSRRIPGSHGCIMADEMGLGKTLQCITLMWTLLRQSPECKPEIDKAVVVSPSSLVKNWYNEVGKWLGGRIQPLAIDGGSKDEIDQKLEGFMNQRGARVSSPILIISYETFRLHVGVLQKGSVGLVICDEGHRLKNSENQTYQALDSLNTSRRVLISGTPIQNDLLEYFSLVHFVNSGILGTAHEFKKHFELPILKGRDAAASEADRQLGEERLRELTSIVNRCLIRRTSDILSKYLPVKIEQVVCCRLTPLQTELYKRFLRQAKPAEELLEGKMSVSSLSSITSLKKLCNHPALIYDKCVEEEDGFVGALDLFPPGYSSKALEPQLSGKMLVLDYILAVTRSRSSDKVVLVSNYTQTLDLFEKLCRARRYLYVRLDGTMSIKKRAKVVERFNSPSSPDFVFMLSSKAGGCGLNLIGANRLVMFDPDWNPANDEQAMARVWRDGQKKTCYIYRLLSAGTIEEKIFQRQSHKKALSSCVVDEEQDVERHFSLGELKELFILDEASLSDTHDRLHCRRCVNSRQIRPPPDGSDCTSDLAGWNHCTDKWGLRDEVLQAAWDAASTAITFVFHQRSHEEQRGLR
F508del corr: correctors of CFTR F508del function in bronchial epithelial cells | activity (quench increase), % at 7.58 µM | CFBE cells, YFP halide quenching; stimulated with forskolin plus potentiator P3; % fluorescence drop versus neutral controls | 350,000 compounds, 0.36% hits | AID 720511;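 active = mean added fluorescence quench of at least 8% versus neutral control, with both replicates also reaching 8%; inconclusive = only one of the mean or replicate conditions met; inactive = mean below 8% and not both replicates reaching 8%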;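 also: cells transiently co-express mutant CFTR-F508del with the halide-sensitive YFP; corrector assay measuring rescue of mutant channel to the surface after 24 h compound exposure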
RAD52 inh: RAD52 (human) annealing inhibition; inhibition, % at 18.7 µM; AID 651710; recombinant RAD52 DNA annealing, FRET fluorescence; P43351; 360,000 compounds, 0.46% hits;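 active = every replicate showing at least 50% inhibition; inconclusive = mean inhibition at least 50% but not in every replicate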
Numbers without * were called inactive; u = inconclusive; x = not tested or not shown; & = joins results of further samples.

1	O=C(CCN1C(=O)[C@@H]2Cc3ccccc3CN2C1=O)N[C@H](C(=O)O)c1ccccc1
2	O=C(C[C@H]1C[C@H]2c3cc(NC(=O)CC4CC4)ccc3O[C@H]2[C@H](CO)O1)NCC1CC1
3	Cn1nnnc1SCC(=O)N1CCN(Cc2ccccc2)CC1
4	NS(=O)(=O)c1ccc(N=Cc2c(O)c3ccccc3oc2=O)cc1
5	COc1ccc(OC)c(CN2CCN(Cc3cccc4ccccc34)CC2)c1
6	Cc1ccc2c(c1)c(Sc1ccccc1)c(CC(=O)O)n2C
7	CCc1ccc(NS(=O)(=O)c2ccc(OC)c(C)c2)cc1
8	Fc1cccc(-c2ccc(C3[C@H]4CNC[C@@H]3N4Cc3cncnc3)cc2)c1 (stereo partly specified)
9	C=CCN1C(=O)c2ccc(C(=O)OCC(=O)N3CCN(c4ccccc4)CC3)cc2C1=O
10	CC[C@@H]1CC2=C(C(=O)OC(C)(C)O2)[C@@H](c2ccc(Cl)cc2)O1
assay / entry,1,2,3,4,5,6,7,8,9,10
GSIS activator,-4,11,-11,-4,-35,10,10,17&6,2,-5
esBAF inh,-1,1,-5,x,x,1,-1,x,-7,x
ARNT-TACC3 inh,-6,-4,1,x,15,x,0,x,0,x
Xi reactivation,0.0,0.1,x,0.0,0.2,0.0,x,0.1&0.0,0.2,0.1
ERAP1 HTS inh,1,-1,5,-8,0,-1,x,4,1,x
RAD54 inh,11,5,x,x,19,1,19,x,x,x
F508del corr,0.2,0.1,-2.2,1.2,0.4,-1.4,x,-0.3&-2.4,1.9,2.1
RAD52 inh,-11,6,-1,-78,10,-25,x,30,8,5

11	COc1cc(CN2CC3(CN(C)C3)c3c([nH]c4cc(OC)ccc34)[C@@H]2CO)cc(OC)c1
12	Cn1cc([N+](=O)[O-])c(C(=O)N/N=C/c2ccc([N+](=O)[O-])cc2)n1
13	O=C1CC(N2CCN(S(=O)(=O)c3ccccc3F)CC2)C(=O)N1c1ccc(F)cc1F (stereo unspecified)
14	Cc1cc(C)c(C#N)c(SCCS(=O)(=O)Cc2ccccc2)n1
15	O=C(CCNC(=O)c1ccc(Cl)cc1)NCC(c1ccco1)N1CCCCC1 (stereo unspecified)
16	O=[N+]([O-])c1cc([N+](=O)[O-])c(Oc2c(F)cccc2F)cc1NN1CCCCC1
17	COc1ccc(C(=O)Nc2nnc(SCC(=O)NCc3ccco3)s2)cc1OC
18	Cc1cc(C)c2cc(C=O)c(Cl)nc2c1
19	OC1c2cc(Br)ccc2N=C2CCCN21 (stereo unspecified)
20	COc1cccc(OC)c1CNC(=O)C1CCC(=O)N(CC2CCCCC2)C1 (stereo unspecified)
assay / entry,11,12,13,14,15,16,17,18,19,20
GSIS activator,-12,2,x,2,2,-6,6,8,-7,-10
esBAF inh,x,x,x,3,-12,-5,6,x,24,-4
ARNT-TACC3 inh,x,-1,3,3,-15,-2,-5,-8,-8,-1
Xi reactivation,0.2,0.1,0.1,x,0.4,0.0,0.2,0.2,0.0,0.1
ERAP1 HTS inh,4,x,-2,-3,5,-3,1,0,-4,1
RAD54 inh,x,-2,x,0,-1,3,1,x,2,5
F508del corr,2.7,x,4.3,2.0,-1.2,-0.6,1.9,-3.2,0.6,-0.9
RAD52 inh,54*,x,-6,8,-8,-16,-3,-12,-11,9

21	O=C(C[C@@H]1CC[C@H](NC(=O)Nc2ccc3c(c2)OCO3)[C@H](CO)O1)NCc1ccccc1
22	COCCCNC(=O)[C@@]1(C)c2ccccc2C(=O)N(Cc2cc(F)cc(C(F)(F)F)c2)[C@H]1c1ccc(CO)cc1
23	Cc1cccc(NC(=O)CCCN2C(=S)NC(C)(C)CC2C)c1C (stereo unspecified)
24	NC(=O)CC(NC(=O)Cc1cccc2ccccc12)c1ccc(N2CCC(Br)CC2)c([N+](=O)[O-])c1 (stereo unspecified)
25	Cc1c(C(=O)N2CCOCC2)sc(NC(=O)CCl)c1C#N
26	Cc1cn(CC(=O)N[C@H](CO)Cc2c[nH]c3ccccc23)c(=O)[nH]c1=O
27	COc1ccc([N+](=O)[O-])cc1NC(=O)CCC(=O)c1cccs1
28	COC(=O)c1sccc1NC(=O)Nc1ccc(F)cc1F
29	Cn1c(C(=O)NC2CCCCC2)cc2c(=O)n(C)c3ccccc3c21
30	COc1ccc(CNC(=O)CN2C(=O)COc3ccc(S(=O)(=O)NC4CCCC4)cc32)cc1
assay / entry,21,22,23,24,25,26,27,28,29,30
GSIS activator,5,x,2,-3,10,6,9,16,x,3
esBAF inh,-2,x,-1,0,-1,2,x,x,7,13
ARNT-TACC3 inh,-55,-5,-5,-2,-5,0,-5,0,0,8
Xi reactivation,0.0,x,0.2,0.0,0.1,0.0,0.1,0.0,-0.1,0.0
ERAP1 HTS inh,-1,-1,7,x,-2,x,5,1,5,-3
RAD54 inh,6,4,-1,3,-9,-6,x,2,8,-1
F508del corr,0.7,2.3,1.5,-0.8,-1.3,-2.4,x,1.5,1.3,1.9
RAD52 inh,-8,3,-12,-5,-13,-1,-15,-13,-1,-16

Profiles, looked up by structure. Order of screens: GSIS activator | esBAF inh | ARNT-TACC3 inh | Xi reactivation | ERAP1 HTS inh | RAD54 inh | F508del corr | RAD52 inh
O=C(CCN1C(=O)[C@@H]2Cc3ccccc3CN2C1=O)N[C@H](C(=O)O)c1ccccc1 as listed: -4 | -1 | -6 | 0.0 | 1 | 11 | 0.2 | -11
COCCCNC(=O)[C@@]1(C)c2ccccc2C(=O)N(Cc2cc(F)cc(C(F)(F)F)c2)[C@H]1c1ccc(CO)cc1 as listed: x | x | -5 | x | -1 | 4 | 2.3 | 3
Cc1cccc(NC(=O)CCCN2C(=S)NC(C)(C)CC2C)c1C (stereo unspecified) as listed: 2 | -1 | -5 | 0.2 | 7 | -1 | 1.5 | -12

More entries
31	COc1ccc(CN2C(CC(=O)Nc3cccnc3)c3ccc(C(F)(F)F)cc3S2(=O)=O)cc1 (stereo unspecified)
32	CC(=O)c1ccc(NC(=O)COC(=O)C2C3CC4OC(=O)C2C4C3)cc1 (stereo unspecified)
33	CCN(CC)S(=O)(=O)c1ccc(/C=C/C(=O)OCC(=O)NCc2ccc3c(c2)OCO3)cc1
34	Cc1ccnc(NC(=O)CCNC(=O)c2ccccc2Cl)c1
35	Cc1cccc(NC(=O)NNC(=O)COc2ccc([N+](=O)[O-])cc2)c1C
36	O=c1sc2ccccc2n1Cc1ccccc1
37	Cc1cc(C)nc(Sc2ccc(/C=C(\C#N)C(N)=O)o2)n1
38	CCOC(=O)c1cc(C)sc1/N=C/C1C(=O)CCCC1=O
39	COCC1CCCCN1C(=O)c1ccc(OC)c(OC2CCN(C(C)C)CC2)c1 (stereo unspecified)
40	COc1cccc(NC(=O)CN(C)C(=O)c2ccc(Cl)c(S(=O)(=O)N3CCCCCC3)c2)c1
assay / entry,31,32,33,34,35,36,37,38,39,40
GSIS activator,-25,13,-8,21,-4,-4,-5,-8,5,-47
esBAF inh,-3,7,-6,46*,x,3,x,x,20,6
ARNT-TACC3 inh,-2,-1,3,1,-1,x,3,-3,8,x
Xi reactivation,0.0,0.3,-0.1,0.0,0.0,0.1,0.1,0.0,0.1,0.0
ERAP1 HTS inh,x,0,1,-7,2,-1,2,2,-3,-3
RAD54 inh,-15,-2,5,-7,14,-2,-1,-10,-10,7
F508del corr,-0.1,2.2,1.4,-0.4,2.2,x,0.2,x,-0.5,0.4
RAD52 inh,-16,-5,-4,-7,-5,-4,-4,-22,-18,-15

41	Cc1ccc(-c2cc([C@H]3[C@H]4C=CC[C@@H](C)[C@@H]4C(=O)N3Cc3ccccc3)ccc2F)cc1
42	COCCOc1ccc(C(F)(F)F)cc1NC(=O)COC(=O)c1cc[n+]([O-])cc1
43	CC(=O)c1cccc(NC(=O)CN2C(=O)NC3(CCCCCCC3)C2=O)c1
44	COc1ccc(C(C)(O)c2nc(-c3ccc(S(C)(=O)=O)cc3)cs2)cc1 (stereo unspecified)
45	Cc1nc(SCC(=O)c2cc3ccccc3oc2=O)c(C#N)c(-c2cccs2)c1C(=O)Nc1ccccc1
46	O=C1NC(=O)C(CCc2ccccc2)(c2ccccc2)N1 (stereo unspecified)
47	CC(C)(C)[C@H]1C=C(C(=O)NCc2nc3ccccc3[nH]2)O[C@@H](OCc2ccc(CO)cc2)C1
48	O=[N+]([O-])c1ccc(-c2csc(NN=C3CCCC3)n2)cc1
49	O=S(=O)(c1ccc(Cl)s1)N1CCC2(CC1)OCCO2
50	Cc1ccc(-n2nc(-c3ccc(OC(F)(F)F)cc3)cc2N)cc1C
assay / entry,41,42,43,44,45,46,47,48,49,50
GSIS activator,-2,6,-2,-9,-15,-32,-10,5,2,x
esBAF inh,-8,2,6,4,x,5,-7,u,9,x
ARNT-TACC3 inh,-4,-3,-3,x,-3,x,-3,1,6,x
Xi reactivation,0.0,0.0,x,-0.1,0.2,0.2,0.0,-0.8,0.1,-0.1
ERAP1 HTS inh,-1,-3,x,-11,3,3,2&0,2,-1,x
RAD54 inh,2,10,-1,7,x,x,7,-3,3,-11
F508del corr,1.6,0.4,x,-1.5,-3.4,-1.8,-5.1&-1.4,1.6,-1.5,-1.1
RAD52 inh,-16,-8,x,-3,-13,0,-15&5,-8,2,-18

51	CC1(C)Oc2ccc(C(=O)Nc3ccccc3)cc2N(CC#N)C1=O
52	CCc1cccc(CC)c1NC(=O)Cn1c(-c2ccccc2Cl)nc2ccccc21
53	COC(=O)[C@]12C[C@H](CC(=O)NCc3cccc(C(F)(F)F)c3)C(=O)N(Cc3ccccc3)C1=C[C@H](C(C)C)O[C@@H]2C1CC1
54	NC(=O)c1ccc(NC(=O)COC(=O)c2ccc(Br)o2)cc1
55	FC(F)(F)Oc1ccc(NC(=S)Nc2ccccc2N2CCOCC2)cc1
assay / entry,51,52,53,54,55
GSIS activator,-12,-16,-19,-2,-31
esBAF inh,29,x,x,-3,3
ARNT-TACC3 inh,-4,-29,x,x,0
Xi reactivation,0.0,0.1,0.1,0.0,0.0
ERAP1 HTS inh,-3,x,-4,-1,2
RAD54 inh,-4,x,x,-3,-6
F508del corr,4.9,6.4,2.1,-1.9,-1.2
RAD52 inh,-10,x,-17,-12,-8

Assay outcomes deposited in PubChem by Broad Institute.
